Screening results as filed in PubChem.
D3 antag = qHTS of D3 Dopamine Receptor Antagonist: qHTS; 360,000 compounds, 2.5% hits; D3R cells, DiscoveRx beta-arrestin luminescence, antagonist mode; active compounds read low; AID 652054, 2013; D(3) dopamine receptor (Homo sapiens), P35462; max response, negative = inhibition, %; in the data active means max response below about -50%; inconclusive means no clear call, values can overlap the other calls; further: on the % scale 0 is the no-effect control and ±100 the full control effect; mostly tested at two doses, the higher about 12 µM
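Cells plated overnight at 1500 cells/well, then exposed to library compounds with dopamine controls for 90 minutes at 37 degrees C. DiscoveRx reagent added for 30–60 minutes at room temperature; luminescence read, quantitative HTS format.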
PTHR1 agonist = qHTS for PTHR1 Agonists: Primary Screen; 410,000 compounds, 0.075% hits; AID 743266, 2014; HEK293 GP2 PTHR1 cells, GloSensor cAMP luminescence, 1 h; Potency, µM (doses to about 115 µM), inactives show at the highest dose activation, most hits filed as activators; further: potency means the concentration at half of the fitted maximal effect; nearly all actives have a fitted effect of over 55% in size; some results filed as inactive show a strong effect at the top dose; inactives centre near -15; many of its hits are not listed in these tables
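HEK-293-derived GP2 cells expressing PTHR1 and a GloSensor cAMP reporter, 3,000/well, plated overnight, given luciferin plus IBMX (each 0.5 mM as added) for 1 h at 37 °C, then compound for 1 h at 37 °C. Luminescence was read after 15 min at room temperature.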
EPAC2 ag = qHTS for Agonist of cAMP-regulated guanine nucleotide exchange factor 4 (EPAC2): primary screen. Rap guanine nucleotide exchange factor 4 (Homo sapiens), Q8WZA2. EPAC2 activation, biochemical qHTS; response scale: 100% = 6.5 mM cAMP response. Potency, µM (titrated, usually from 154 µM), without a hit: at the top dose activation, actives largely listed as activators. 360,000 compounds, 0.079% hits. AID 720711, 2013; further: potency means the concentration at half of the fitted maximal effect; nearly all actives have a fitted effect of over 50% in size
Target sequence (Q8WZA2 whole entry, looked up): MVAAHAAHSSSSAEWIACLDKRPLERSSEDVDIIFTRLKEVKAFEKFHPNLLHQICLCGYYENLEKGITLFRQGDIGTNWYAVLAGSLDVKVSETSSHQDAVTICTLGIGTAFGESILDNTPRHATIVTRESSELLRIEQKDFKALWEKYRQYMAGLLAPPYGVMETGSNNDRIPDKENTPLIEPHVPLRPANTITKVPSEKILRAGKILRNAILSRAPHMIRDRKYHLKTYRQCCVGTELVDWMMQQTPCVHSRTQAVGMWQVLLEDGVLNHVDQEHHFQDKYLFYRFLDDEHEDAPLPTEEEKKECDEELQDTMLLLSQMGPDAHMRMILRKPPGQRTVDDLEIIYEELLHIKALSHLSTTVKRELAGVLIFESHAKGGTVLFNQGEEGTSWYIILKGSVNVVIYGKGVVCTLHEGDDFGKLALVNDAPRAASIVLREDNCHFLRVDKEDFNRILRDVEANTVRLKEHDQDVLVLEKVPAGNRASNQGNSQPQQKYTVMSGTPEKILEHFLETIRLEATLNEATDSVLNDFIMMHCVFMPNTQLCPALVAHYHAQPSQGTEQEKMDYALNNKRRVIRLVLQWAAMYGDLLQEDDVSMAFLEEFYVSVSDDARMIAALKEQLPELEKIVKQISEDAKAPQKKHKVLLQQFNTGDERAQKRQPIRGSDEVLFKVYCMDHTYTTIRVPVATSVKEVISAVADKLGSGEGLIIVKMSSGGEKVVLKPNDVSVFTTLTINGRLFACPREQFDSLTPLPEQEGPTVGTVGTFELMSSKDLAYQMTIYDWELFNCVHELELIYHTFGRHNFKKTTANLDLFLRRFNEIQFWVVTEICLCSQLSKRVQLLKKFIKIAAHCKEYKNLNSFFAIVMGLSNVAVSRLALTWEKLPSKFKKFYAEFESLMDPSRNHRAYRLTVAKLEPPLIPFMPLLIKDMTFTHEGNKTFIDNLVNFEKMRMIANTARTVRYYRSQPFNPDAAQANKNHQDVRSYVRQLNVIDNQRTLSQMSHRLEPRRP
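In this primary screen, activation is scored as increased exchange of BODIPY-GDP from Rap1B by 100 nM EPAC2, with 50 uM GDP as competitor. Signal is normalized to the 6.5 mM cAMP agonist control.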
DRD3 agonist = qHTS of D3 Dopamine Receptor Agonist: qHTS | D3R DiscoveRx beta-arrestin cells, luminescence, 90 min | AID 652048, 2013 | 410,000 compounds, 0.58% hits | max activation, %; in the data active means max activation above about 30%; further: 0% is about no effect; mostly tested at two doses, the higher about 12 µM
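Agonist mode: compounds and dopamine controls were applied to plated cells for 90 min at 37 degrees C after an overnight attachment at 1500 cells/well. Luminescent read-out followed 30 - 60 minutes at room temperature with DiscoveRx detection reagent.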
Akt phos inh = HTS Assay for Inhibitors of Akt Phophorylation: Primary Screen; Neuro2A IGF-stimulated pAkt S473 HTRF, 20 min; active compounds read low; activity change, % for hits at 50 µM; 360,000 compounds, 0.32% hits; AID 651550, 2012; in the data active means activity change below about -80%; inconclusive means mostly about -51% to -80%; further: on the % scale 0 is the no-effect control and ±100 the full control effect
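Neuro2A cells (4,500/well, DMEM with 0.5% FBS) were treated with compound at a single 50 µM final concentration, stimulated with 6 nM IGF for 20 min at 37 °C, and lysed. Phospho-Akt Ser473 was read by HTRF as 665/615 ratio ×10^4.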
Mm-Cpn inhibitor = Inhibitors of TCP-1 ring complex (TRiC) of Methanococcus maripaludis (MmCpn): qHTS | Chaperonin Mm-Cpn (Methanococcus maripaludis) | purified Mm-Cpn ATPase, ADP Transcreener TR-FRET | Potency, µM (top dose mostly 76.9 µM), for inactives: top-dose activity, negative = inhibition, actives largely listed as inhibitors | 330,000 compounds, 0.031% hits | AID 504842, 2011; further: potency means the concentration at half of the fitted maximal effect; on the % scale 0 is the no-effect control and ±100 the full control effect; nearly all actives have a fitted effect of over 80% in size
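ATP (10 uM final) was added to archaeal chaperonin (25 nM final) after 10 min exposure to test compound at 37°C; after 30 min further incubation, ADP was detected by competitive TR-FRET.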
EPAC2 antag = qHTS for Antagonist of cAMP-regulated guanine nucleotide exchange factor 2 (EPAC2): primary screen; Rap guanine nucleotide exchange factor 4 (Homo sapiens), Q8WZA2; EPAC2 GEF exchange of Rap1B-BODIPY-GDP, fluorescence; Potency, µM (titrated, usually from 114 µM), inactives show top-dose activity, negative = inhibition, most hits filed as inhibitors; 360,000 compounds, 0.18% hits; AID 720708, 2013; further: potency means the concentration at half of the fitted maximal effect; on the % scale 0 is the no-effect control and ±100 the full control effect; nearly all actives have a fitted effect of over 45% in size; many of its hits are not listed in these tables
CCT modulator = High-Throughput Screening for Modulators of Cytosolic Chaperonin Activity. purified chaperonin ATPase assay, HTRF ADP detection, 30 min. activity change, % (no concentration beside the values), hits read low. 360,000 compounds, 0.3% hits; in the data active means activity change below about -30%; further: on the % scale 0 is the no-effect control and ±100 the full control effect
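Nucleotide hydrolysis assay: TRiC at 20–40 nM final (set by batch activity) with 10 uM ATP, 30 min at 37 °C, in presence of 76 uM compound. Detection by competitive ADP HTRF, 30 min ambient.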
* = called active by the depositor; i = inactive; ? = inconclusive; nt = not tested or not shown; & = joins results of further samples; [ ] = dose if it differs, or a comment. Unless noted, the call rests on the fitted dose curve; in most records, active means well fitted curve in the direction sought with a large enough effect; inconclusive means small, poorly fitted or top-dose-only effect, or another doubt; inactive means no such curve, though single readings can be large; an effect the other way counts as inactive or inconclusive.

SMILES | D3 antag | PTHR1 agonist | EPAC2 ag | DRD3 agonist | Akt phos inh | Mm-Cpn inhibitor | EPAC2 antag | CCT modulator
COc1ccc(/C=N/NC(=O)c2ccccc2F)cc1CN1CCN(c2ccc(F)cc2)CC1 | -9 | -25% | -2% | -33 | i | -1% | 15% | -0.5
COc1ccc(OC)c(NC(=O)CSc2nnc(CNC(=O)c3ccco3)o2)c1 | 17 | -3%[57.5 µM] | 2% | 1 | i | 0% | 12% | 0.2
Cn1c(Cc2ccccc2)[n+](C)c2ccccc21 | -6 | -8% | 2% | -1 | i | -5% | 6% | -0.5
C[n+]1ccccc1/C=C1\Sc2ccccc2N1CCO | 13 | -11% | -6% | -2 | i | -1% | 2% | 2.4
CCOc1cc(CNCCO)ccc1OCC(=O)NC(C)(C)C | -4 | -9% | 5% | 5 | i | 0% | 4% | -1.8
CC(C)(C)NS(=O)(=O)c1ccc(NS(C)(=O)=O)cc1 | -25 | -1% | 13% | -12 | i | 1% | -3% | 0.1
COc1ccc(NC(=O)Cc2c(Sc3ccccc3)c3ccccc3n2C)cc1 | -8 | i | 12% | -11 | i | -3% | 17% | -2.1
COc1ccccc1N1CCN(C(=O)c2cc(-c3ccc(F)cc3)on2)CC1 | -2 | -10% | 20% | 2&3 | i | 0% | -1% | -0.2
CCCN(CC(=O)Nc1ccccc1C)C(=O)c1ccc2ccccc2n1 | 1 | i | 11% | -5 | i | 1% | 13% | -0.6
O=C(O)CSc1cc(C(=O)c2ccccc2O)cn2c(=O)c3c(-c4ccccc4)csc3nc12 | 1 | -31%[inhibitor] | -4% | -6 | i | 0% | 11% | -0.7
CC(C)(C)OC(=O)n1cc(/C=N/NC(=O)c2ccco2)c2ccccc21 | 2 | -20% | -7% | 1 | i | 2% | 48%[activator] | 0.3
COC1=C(C)C(O)=C(C(=O)/C=C/c2ccccc2)C(=O)C1(C)C | 10 | -48% | 5% | -6 | i | -1% | -15% | 0.7
N#C/C(=C\c1ccc[nH]1)C(=O)NCC1CCCO1 (centres undefined) | -8 | -22% | 9% | 0 | i | 0% | -4% | -20
O=C(NCCN1CCOCC1)c1cnn2c1NC(c1cccs1)CC2C(F)(F)F (centres undefined) | -8 | i | -2% | -5 | i | -1% | -4% | -1.2
O=C(COC(=O)C1CCC(=O)N1)Nc1ccccc1Br (centres undefined) | -2 | i | 2% | -11 | i | 3% | 4% | 1.2
Cc1nc(C#N)c(NCc2ccc3c(c2)OCO3)o1 | -1 | i | 4% | 5 | i | 2% | 11% | -2.0
C/C(=N/NC(=O)c1cc(-c2ccc(Cl)s2)[nH]n1)c1ccco1 | -13 | i | 8% | -15 | i | -3% | 4% | -0.7
CCOc1ccc(CCNC(=O)CCC(=O)N2CCOc3ccccc32)cc1OCC | -11 | -23% | 9% | -1 | i | 0% | -4% | -0.5
COc1ccccc1CNC(=O)CN1C(=O)NC2(CCCc3ccccc32)C1=O (centres undefined) | -3 | -31%[inhibitor] | 9% | -3 | i | -3% | -2% | 3.7
CCn1c(=O)c2cc(C(=O)NCCC(C)C)sc2c2ccccc21 | -11 | -12% | -8% | 5 | i | 2% | 6% | 0.1
Cc1cc(F)cc(-c2cc(C(=O)NCc3ccccc3)[nH]n2)c1 | 8 | -5% | 10% | 3 | i | nt | 2% | -2.1
CCOc1ccccc1NC(=O)Cn1c(C)cc(COC)c(C#N)c1=O | 7 | i | -2% | -2 | i | 1% | 13% | -1.0
CCN(C(=O)CSc1nnc(-c2ccncc2)o1)c1ccccc1 | -12 | 4% | 7% | -3 | i | -3% | -5% | -2.2
CCc1nnc(NC(=O)c2nc(S(=O)(=O)Cc3cccc(C)c3)ncc2Cl)s1 | -70* | -19%&-22% | -5% | -24&-18 | i | 2% | -5% | 0.6
Cc1ccc(NC(=O)CS(=O)CC(=O)Nc2cnc3ccccc3c2)cc1Cl (centres undefined) | 14 | -9% | -12% | 1 | i | -2% | 21% | 2.0
O=C(COC(=O)C1=COCCO1)Nc1ncc(C(F)(F)F)cc1Cl | 4 | i | 7% | 2 | i | 1% | 2% | -2.0
COc1ccc(CCNC(=O)Cn2c(=O)[nH]c3ccsc3c2=O)cc1OC | -13 | -23% | 7% | 2 | i | -1% | 2% | -0.1
CCCCNC(=S)NNC(=O)c1cc(-c2ccncc2)nc2ccccc12 | -9 | -17% | -3% | -3 | i | -2% | -4% | 0.0
O=C(CN1CCN(S(=O)(=O)N2CCCCC2)CC1)Nc1ccc(Cl)c(Cl)c1 | -16 | -27% | 2% | 15 | i | -3% | -13% | 1.0
CCOC(=O)C1=C(CN2CCc3ccccc32)NC(=O)NC1c1cccc([N+](=O)[O-])c1 (centres undefined) | -26 | -17% | 24% | 0 | i | 2% | -9% | -1.1
Cc1cccc(NC(=O)/C(C#N)=C/c2cn(CC(=O)NCc3ccco3)c3ccccc23)c1 | 1 | -1% | -6% | -3 | i | -1% | 12% | -9.0
Cc1ccc(C(=O)N/C(=C/c2cccs2)C(=O)NCCc2c[nH]c3ccccc23)cc1 | 4 | i | 3% | -1 | i | 3% | -11% | -1.3
CCN(C[C@H]1N[C@@](C)(C(=O)OC)[C@H]2C(=O)N(C)C(=O)[C@@H]12)C(C)=O | 22 | i | 0% | 14 | i | -1% | 10% | 1.8
CC1(C)Cc2c(cnn2-c2ccccc2)C(NC(=O)c2ccoc2)C1 (centres undefined) | -2 | i | -6% | 3 | i | -1% | 3% | -2.7
Cc1ccccc1NC(=O)COC(=O)c1cc(S(=O)(=O)N2CCOCC2)ccc1C | 7 | i | 9% | -5 | i | 3% | -6% | 1.3
COC(=O)c1ccccc1NC(=O)CNCCc1ccc(OC)c(OC)c1 | -2 | i | 1% | -6 | i | 1% | 2% | -0.1
CCOC(=O)c1c(NC(=O)CCC(=O)O)sc2c1CC(C)(C)OC2 | 14 | i | 2% | 5 | i | 0% | 5% | 0.6
Cc1ccc(C)c(NC(=S)NC2CC3CCCC(C2)N3CC(C)C)c1 (centres undefined) | 9 | i | -7% | -6 | i | 1% | 1% | -1.1
CC(C)=N/N=C1\NC(=O)C(C)S1 (centres undefined) | 0 | i | 2% | -5 | i | 2% | 6% | -1.5
O=C(c1ccc(Br)c([N+](=O)[O-])c1)N1CCN(Cc2ccccc2)CC1 | 4 | -56%[inhibitor] | -5% | 1 | i | 1% | 14% | -0.9
Cc1ccc(NC(=O)c2ccc(Cl)c(N3C(=O)C=CC3=O)c2)cc1 | ? | -49%[inhibitor][57.5 µM] | 12% | -20 | i | -3% | -4% | -2.3
Cc1cccc(C(=O)NCC(C)NC(=O)c2cccc(C)c2)c1 (centres undefined) | 13 | i | -3% | 1 | i | 0% | -1% | 1.2
CC(=O)Nc1ccc(NS(=O)(=O)c2cc(-c3n[nH]c(=O)c4ccccc34)ccc2C)cc1 | -24 | -12% | 7% | -5 | i | -2% | -9% | -0.7
CN(c1c[nH]c(=O)[nH]c1=O)C1CCCCC1 | 1 | i | 0% | -2 | i | 0% | 19% | -0.3
Cn1c(SCC(=O)NC2CC2)nnc1-c1cccs1 | -6 | -3% | 10% | -11 | i | -29% | 12% | -1.8
COc1ccc(CCNC(=O)COC(=O)c2cc(S(=O)(=O)N3CCOCC3)ccc2C)cc1OC | -4 | i | 4% | 2 | i | 1% | 10% | -2.3
CC1(C)Cc2c(sc3nc(SCC(=O)NCc4ccco4)n(-c4ccccc4)c(=O)c23)CS1 | 1 | -25%[57.5 µM] | 3% | -2 | i | -1% | -2% | 0.3
Cc1ccc(Cn2ccc(NC(=O)c3cc(-c4ccccc4)on3)n2)cc1 | -9 | i | 4% | -2 | i | 1% | 4% | -1.6
O=C(NCCCN1CCOCC1)NC1CCCCC1 | -23 | i | 2% | 2 | i | -4% | 14% | 2.0
CC(=O)c1ccc2c(c1)Nc1ccccc1S2 | -18 | -18% | -6% | -5 | i | -1% | 5% | -3.0
O=C(Nc1ccc(N2CCOCC2)cc1N1CCOCC1)c1ccc(Cl)cc1 | -23 | i | 10% | -7 | i | 2% | 6% | 1.0
CC(=O)Nc1ccc(NC(=O)CCNS(=O)(=O)c2cccc3nsnc23)cc1 | 7 | -25% | 8% | 0&3 | i | 2% | 2% | 1.6
C=CCn1c(SCC(=O)N2CCN(C(=O)c3ccco3)CC2)nc2sc(CC)cc2c1=O | -4 | -8%[57.5 µM] | -6% | -4 | i | 0% | -5% | -1.9
O=C(c1ccncc1)N1N=C2CCCCCC2C1(O)C(F)(F)F (centres undefined) | 2 | i | 9% | 8 | i | -2% | -5% | -1.4
COc1ccc(C(CNC(=O)c2ccc3c(c2)C(=O)N(CCC(C)C)C3=O)N2CCOCC2)cc1 (centres undefined) | -7 | -8% | 10% | -7 | i | -2% | 9% | 0.6
COc1ccc(NC(=O)CN(C)CC(=O)c2c(C)[nH]c3ccccc23)cc1 | -16 | -76%[inhibitor] | -10% | -18 | i | 0% | 0% | -1.7
COc1ccccc1OCc1nn[nH]n1 | -11 | i | -1% | 0 | i | 0% | -1% | -4.4
CC(C)c1cccc(C(C)C)c1NC(=O)c1ccc(-c2cc(Cl)ccc2Cl)o1 | 0 | i | 1% | -10 | i | nt | 0% | 0.1
O=C(Cn1nnc2ccccc2c1=O)NC1CCCc2ccccc21 (centres undefined) | -23 | ? | 4% | -2 | nt | -1% | 6% | -4.3

An excerpt from above in order of SMILES length, highest first.
SMILES | D3 antag | PTHR1 agonist | EPAC2 ag | DRD3 agonist | Akt phos inh | Mm-Cpn inhibitor | EPAC2 antag | CCT modulator
CC(=O)Nc1ccc(NS(=O)(=O)c2cc(-c3n[nH]c(=O)c4ccccc34)ccc2C)cc1 | -24 | -12% | 7% | -5 | i | -2% | -9% | -0.7
COc1ccc(CCNC(=O)COC(=O)c2cc(S(=O)(=O)N3CCOCC3)ccc2C)cc1OC | -4 | i | 4% | 2 | i | 1% | 10% | -2.3
Cc1cccc(C(=O)NCC(C)NC(=O)c2cccc(C)c2)c1 (centres undefined) | 13 | i | -3% | 1 | i | 0% | -1% | 1.2

Some of the compounds tested; count on the stated rates, not on these rows.
